From PubChem BioAssay
TEAD-YAP block: TEAD-YAP interaction inhibition. HEK-TIYL cells, TEAD-Gal4/YAP UAS-luciferase luminescence. inhibition, % at 9.12 µM. 1.4% of 640,000 active; in the data active = inhibition above about 32%;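 note: 0% = median of test compound wells and 100% = reference inhibitor wells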
FBW7 activator: human FBW7 E3 ligase activation, primary screen | AlphaScreen FBW7–phospho-cyclin E peptide binding, activator screen | normalized activity (activation), % at 26.1 µM | 0.13% of 650,000 active | Q969H0 | AID 1259310; in the data active = normalized activity above about 1.9%;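 note: purified mutant Fbw7 with reduced substrate affinity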
Target sequence (Q969H0 whole entry, looked up): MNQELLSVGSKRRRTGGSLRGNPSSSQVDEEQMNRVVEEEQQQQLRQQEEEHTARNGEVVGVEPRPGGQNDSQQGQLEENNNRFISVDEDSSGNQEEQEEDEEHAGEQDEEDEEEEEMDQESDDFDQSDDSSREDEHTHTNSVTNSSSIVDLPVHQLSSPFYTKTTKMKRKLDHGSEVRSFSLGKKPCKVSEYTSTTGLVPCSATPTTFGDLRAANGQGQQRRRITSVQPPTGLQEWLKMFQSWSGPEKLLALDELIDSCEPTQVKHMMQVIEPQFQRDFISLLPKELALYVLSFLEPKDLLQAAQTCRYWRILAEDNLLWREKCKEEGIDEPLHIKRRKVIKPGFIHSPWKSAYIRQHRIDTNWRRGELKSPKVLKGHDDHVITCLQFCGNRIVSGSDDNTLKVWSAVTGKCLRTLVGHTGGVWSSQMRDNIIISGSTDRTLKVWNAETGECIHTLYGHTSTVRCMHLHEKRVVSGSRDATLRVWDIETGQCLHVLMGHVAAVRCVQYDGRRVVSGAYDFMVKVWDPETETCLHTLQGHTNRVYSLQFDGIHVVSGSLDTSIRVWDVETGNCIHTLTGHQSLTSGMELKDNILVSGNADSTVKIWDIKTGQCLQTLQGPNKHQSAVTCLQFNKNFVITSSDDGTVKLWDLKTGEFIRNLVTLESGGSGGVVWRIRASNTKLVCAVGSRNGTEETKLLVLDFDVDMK
MITF inh: blocks human microphthalmia-associated transcription factor; AlphaScreen MITF homodimerization, bead proximity signal; AID 1259374; 0.91% of 650,000 active; inhibition, % at 2.6 µM; in the data active = inhibition above about 50%;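 note: 0% = vehicle wells with protein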
GPR151 ag: human GPR151 activation | activation, % at 11.2 µM | AID 1508602 | PathHunter beta-arrestin GPR151 cells, luminescence | Q8TDV0 | 1% of 650,000 active; in the data active = activation above about 4.9%;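 note: 0% = median of compound wells and 100% = cells with positive control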
An asterisk follows results filed as active. Compounds were not picked by outcome. Share with any hit: about 3.5%.

Each structure is followed by: MITF inh	TEAD-YAP block	GPR151 ag	FBW7 activator
#1 CC(Sc1ccsc1[N+](=O)[O-])C(=O)NCc1ccco1 (stereo not drawn)
→ -1	-4	1.4	0.0
#2 Cc1ccc(S(=O)Cc2ccc(C(=O)O)o2)cc1 (stereo not drawn)
→ 7	-7	-1.1	0.0
#3 COc1ccc(S(=O)(=O)Oc2cc(C=O)ccc2OC)cc1
→ 9	50*	0.2	0.2
#4 Cc1ccc(S(=O)(=O)NCCn2c(N)c(C#N)c3nc4ccccc4nc32)cc1
→ -13	1	2.3	0.2
#5 COc1ccc(CCN2C(=S)N(C)C(=O)C2CC(=O)Nc2ccc(OC)cc2)cc1 (stereo not drawn)
→ -9	14	-0.8	0.2
#6 CC(C)(C)c1ccc(C(=O)NNC(=O)c2cc([N+](=O)[O-])cc([N+](=O)[O-])c2)cc1
→ 7	4	0.0	0.0
#7 O=C(NCCN1CCN(C(=O)CSCc2ccccc2)CC1)c1cccs1
→ 7	-7	-0.8	0.7
#8 Cc1cc([N+](=O)[O-])ccc1NC(=O)CC1Nc2ccccc2NC1=O (stereo not drawn)
→ 9	13	-0.1	0.0
#9 O=C(COC(=O)c1ccc(N2C(=O)c3cccc([N+](=O)[O-])c3C2=O)cc1)c1ccc(Br)cc1
→ 15	9	-1.1	0.0
#10 CCC(=O)N1c2ccccc2-c2nnc(SC)nc2OC1c1ccccc1Br (stereo not drawn)
→ 5	7	1.3	0.1
#11 CCOC(=O)N1CCC(NC(=O)c2ccc(N3CCC4(CC3)OCCO4)c([N+](=O)[O-])c2)CC1
→ 25	4	0.5	0.1
#12 Cc1ccc(S(=O)(=O)NC(C)C(=O)N(NC(=O)C(O)(c2ccccc2)c2ccccc2)c2ccccc2)cc1 (stereo not drawn)
→ 11	3	0.6	0.0
#13 CN(CCO)c1cc(N2CCN(c3ccccn3)CC2)c2nonc2c1[N+](=O)[O-]
→ -2	21	0.7	-0.5
#14 Cc1c(C(=O)OCC(C)C)[nH]c2c1C(=O)CCC2
→ 2	-35	0.0	0.1
#15 CCC1CCCCN1C(=O)c1cccc([N+](=O)[O-])c1 (stereo not drawn)
→ 7	7	-0.6	1.2
#16 Cc1ccc(N=Cc2nc(-c3ccc(Cl)cc3)oc2O)c(C)c1
→ -2	3	-0.8	0.2
#17 O=C(O)c1ccc2c(c1)C(=O)c1ccccc1C2=O
→ 11	3	-6.6	0.1
#18 COC(=O)c1ccc(Nc2nc(C)nc3c2nnn3Cc2ccccc2)cc1
→ -1	2	1.1	-0.1
#19 CCN(c1cccc(C)c1)c1ncnc2c1cnn2-c1ccc(C)cc1C
→ 3	-4	1.4	0.1
#20 CSc1cccc(CN2CCc3c(cccc3NC(=O)c3ccncc3)C2)c1
→ 18	-19	0.2	0.1

Continued:
Each structure is followed by: MITF inh	TEAD-YAP block	GPR151 ag	FBW7 activator
#21 CC(=O)NS(=O)(=O)c1ccc(NC(=S)NC(=O)CCc2ccccc2)cc1
→ 6	-7	-2.6	0.1
#22 CCN(CC)c1ccc(/C=C2\SC(=NCc3ccccc3)N(Cc3ccccc3)C2=O)c(OC)c1
→ 7	-6	-0.8	0.2
#23 c1ccc(Cc2nnc3n2N=C(c2ccccc2)CS3)cc1
→ 17	6	3.8	1.4
#24 COc1cccc(N2C(=O)CC(SCC(=O)Nc3ccc4ccccc4c3)C2=O)c1 (stereo not drawn)
→ -7	23	0.6	0.0
#25 COc1ccc(-c2nnc(-c3ccccc3F)o2)c(OC)c1OC
→ -7	-64	0.3	-0.2
#26 CN(C1CCCCC1)S(=O)(=O)c1ccc2c(c1)CCN2C(=O)CCC(=O)O
→ 3	7	-0.1	0.2
#27 C[C@@H](c1ccccc1)n1c(=O)[nH]c2nc(-c3cccc(NS(C)(=O)=O)c3)cnc21
→ -3	-2	-0.4	0.3
#28 Cc1cccc(-c2nc3cc(NC(=S)NC(=O)c4ccccc4)ccc3o2)c1
→ 5	-7	-0.8	-0.2
#29 CC(=O)Nc1ccc(Oc2cc(NC(=O)C(F)(F)F)cc([N+](=O)[O-])c2)cc1
→ -2	3	1.5	-0.1
#30 CCn1cc(C(=O)N2CCCCC2)c(=O)c2cc(S(=O)(=O)N(C)C)ccc21
→ 14	-4	1.3	0.0
#31 CCOc1cc(/C=C2/C(=O)NN(c3ccc(CC)cc3)C2=O)cc(Cl)c1O
→ 7	2	0.1	1.0
#32 CSCCC(NC(=O)c1ccc(Br)cc1)C(=O)O (stereo not drawn)
→ 12	-4	-1.6	0.1
#33 Nc1cc(=O)[nH]c(SCC(=O)c2cccs2)n1
→ 11	6	1.4	0.0
#34 CCn1nc(C)c(NC(=S)NCc2ccc(Cl)cc2)c1C
→ 1	1	0.6	0.0
#35 O=C(Cn1c(=O)n(Cc2ccco2)c(=O)c2cccnc21)Nc1ccccc1C(F)(F)F
→ 7	4	-0.6	0.1
#36 COc1ccc(-c2csc(/C(C#N)=C/c3ccc(OC)c(O)c3)n2)cc1
→ 19	-3	-0.6	0.2
#37 O=S(=O)(O)CCC[N+]1=C(/C=C/Nc2ccccc2)SCC1
→ -12	-5	-0.5	0.6
#38 CN(C(=O)Cn1c2ccccc2c(=O)c2cc([N+](=O)[O-])ccc21)C1CCCCC1
→ 15	3	0.4	0.6
#39 CCn1c(NCc2ccccc2OC)nc2ccccc21
→ -19	-17	-0.1	-0.1
#40 COc1ccc(C2CC(C(F)(F)F)n3nc(C(=O)Nc4cccc(C(F)(F)F)c4)cc3N2)cc1OC (stereo not drawn)
→ 3	5	1.4	-0.1

One compound at a time, as listed above:
`C[C@@H](c1ccccc1)n1c(=O)[nH]c2nc(-c3cccc(NS(C)(=O)=O)c3)cnc21` as listed: MITF inh: -3; TEAD-YAP block: -2; GPR151 ag: -0.4; FBW7 activator: 0.3
`Cc1cccc(-c2nc3cc(NC(=S)NC(=O)c4ccccc4)ccc3o2)c1` as listed: MITF inh: 5; TEAD-YAP block: -7; GPR151 ag: -0.8; FBW7 activator: -0.2

Remaining list, next part.
Each structure is followed by: MITF inh	TEAD-YAP block	GPR151 ag	FBW7 activator
#41 COc1ccc(NC(=O)c2nn3c(C(F)(F)F)cc(-c4cccs4)nc3c2Cl)cc1OC
→ -10	-10	-0.6	0.0
#42 CC(C)C(NC(=O)C1CCOC1)c1nnc2n1CCN(Cc1ccccn1)CC2 (stereo not drawn)
→ -6	2	0.7	-0.3
#43 CCOc1ccc(CCNC(=O)C2CCCN2c2nnc(N3CCCC3=O)s2)cc1 (stereo not drawn)
→ 5	2	0.2	0.2
#44 COc1cc(-c2ncnn2-c2cccc(Cl)c2C)ccc1OCc1ccccc1
→ 8	-20	-0.4	0.0
#45 COCCCn1c(SCC(=O)N2CCc3ccccc32)nnc1-c1ccc(Cl)cc1
→ -1	14	3.0	-0.1
#46 CC[C@H](Cn1nc(-c2ccc(F)c(F)c2)ccc1=O)NC(=O)Cc1ccccc1OC
→ 11	-4	-0.2	0.0
#47 CC(=NC#N)c1c(C(F)(F)F)[nH]n(-c2nc3ccccc3s2)c1=O
→ 2	42*	-7.4	0.1
#48 CN(C)c1nc2n(c(=O)n1)CCS2
→ -5	0	2.7	0.0
#49 O=C(CSc1cccc[n+]1[O-])c1ccco1
→ 7	-1	-0.6	-0.1
#50 c1ccc(-n2c(SCc3ccncc3)nnc2-c2ccco2)cc1
→ 17	-5	-0.1	0.6
#51 CC(C)(C)C1CCc2c(sc3nc(CC(=O)c4ccc(Cl)cc4)n(-c4ccccc4)c(=O)c23)C1 (stereo not drawn)
→ 21	9	0.0	1.0
#52 Cc1ccc(-c2cn3c4ccccc4nc3n2CCN2CCOCC2)cc1
→ 11	-1	-0.7	0.0
#53 O=C1CC(c2nnc(Cc3cccc(Cl)c3)o2)CN1c1ccccc1 (stereo not drawn)
→ 1	4	0.6	0.2
#54 COc1cc(CNC(=O)CN(C)C(=O)c2c[nH]c3ccccc23)cc(OC)c1OC
→ 10	11	0.8	-0.1
#55 CCC1=NN2C(=N)/C(=C/c3cc(Cl)c(OCCOc4ccccc4Cl)c(OC)c3)C(=O)N=C2S1
→ -5	-6	-1.1	0.0
#56 Cc1cccc(CN2CCc3nnc(C(C)NC(=O)C(C)C)n3CC2)n1 (stereo not drawn)
→ 17	8	0.3	0.0
#57 Cc1nn(C)cc1CNC(=O)Nc1cccc(Cl)c1
→ 3	-37	-1.2	0.0
#58 O=C(c1cccs1)N1C[C@H](c2ccccc2)[C@@H](c2nc3ccc(-c4ccncc4)cc3[nH]2)C1
→ 10	-4	1.1	0.2
#59 COc1ccccc1/C=C1\N=C(c2cccs2)OC1=O
→ -5	3	0.4	-0.1
#60 COc1ccccc1NC(=O)c1ccc(CNc2c(N3CCC(C)CC3)c(=O)c2=O)cc1
→ 0	7	-0.3	-0.1

Taken from above.
Value of `COc1ccccc1/C=C1\N=C(c2cccs2)OC1=O` in FBW7 activator: -0.1
Value of `O=C(CSc1cccc[n+]1[O-])c1ccco1` in FBW7 activator: -0.1

Next records follow.
Each structure is followed by: MITF inh	TEAD-YAP block	GPR151 ag	FBW7 activator
#61 O=C(CCCC(=O)Nc1cccc(Br)c1)N/N=C/c1ccccc1Cl
→ -2	-1	-0.1	0.3
#62 COC(=O)[C@@H]1CCCN1C1CCN(c2ccc(NC(=O)c3ccc(OC)cc3)cc2)CC1
→ -6	6	2.4	-0.1
#63 COc1cccc(C(=O)N2CCN=C2SCc2cccc(C)c2)c1
→ -2	-4	-2.7	0.2
#64 CC1=C(C(=O)OCc2ccccc2)C(c2ccccc2Br)C2=C(CC(c3ccccc3)CC2=O)N1 (stereo not drawn)
→ 12	8	-0.6	1.6
#65 CCc1nc2sc3c(c2c2nnc(SCC(=O)N4CCCC4)n12)CCCC3
→ -3	5	2.6	-0.1
#66 O=C(CCC(=O)Nc1ccc(I)cc1)N/N=C/c1ccccc1O
→ 9	11	-0.4	-0.2
#67 COc1ccc2[nH]c(=O)c(CN(CCO)Cc3nnnn3Cc3ccco3)cc2c1
→ 17	1	-0.3	-0.2
#68 CCOC(=O)c1sc2nc(SCC(=O)c3ccccc3)n(Cc3ccccc3)c(=O)c2c1C
→ 11	10	0.0	0.1
#69 Cc1ccc(OCC(=O)N/N=C/c2ccc([N+](=O)[O-])o2)c(C)c1
→ 5	7	-0.5	0.0
#70 COc1ccc(C(=O)Nc2ccccc2C(=O)NC(C(=O)NNC(=O)COc2ccccc2)C(C)C)cc1 (stereo not drawn)
→ 18	2	-2.3	1.1
#71 Cc1ccc(NC(=O)Cn2nnc(C(=O)Nc3ccc(Cl)cc3)c2N)c(C)c1
→ -15	-10	-0.5	0.1
#72 Cc1ccc(CCCOC(=O)CN2CCCCC2)cc1
→ -9	-2	0.2	0.3
#73 N/C(CC(=O)NC1CCCCC1)=N\OCc1cccc(F)c1
→ 12	-1	1.8	0.6
#74 CCCCNC(=O)c1cc(Sc2ccccc2Cl)nc2ccccc12
→ 3	6	1.6	0.0
#75 O=c1nc2n3ccc(-c4ccncc4)cc3ncc-2s1
→ 10	25	1.1	-0.1
#76 NNC(=S)Nc1cc(C(F)(F)F)ccc1Cl
→ 10	-7	0.5	0.0
#77 O=C(NCc1cccnc1)c1ccc2nc(Nc3ccccn3)sc2c1
→ -13	-31	-2.4	-0.1
#78 COc1ccc(CNCCNC(=O)c2cccs2)cc1
→ 27	1	-0.5	0.1
#79 Cc1nc(N2CCOCC2)nc(NCc2ccccc2)c1[N+](=O)[O-]
→ -20	-2	-0.2	0.0
#80 CC(C)(C)c1ccc(NC(=O)C(=O)NCCCn2ccnc2)cc1
→ 3	4	0.8	-0.3

The results go on:
Each structure is followed by: MITF inh	TEAD-YAP block	GPR151 ag	FBW7 activator
#81 COc1ccc(Cl)cc1NC(=O)Nc1ccc(S(N)(=O)=O)cc1
→ -10	-9	-0.6	-0.3
#82 CCCCOC(=O)C1=C(C)NC(=O)NC1c1ccc(OCCC)c(OC)c1 (stereo not drawn)
→ 1	1	-1.4	0.0
#83 N#Cc1ccc(CSc2nnc(Nc3ccccc3)s2)cc1
→ 2	8	0.2	0.0
#84 CSc1ncc(CN2CCN(C(C)C)C(CCO)C2)cn1 (stereo not drawn)
→ 21	-12	3.6	-0.1
#85 O=c1c2ccccc2nnn1C[C@H]1CCCN1
→ 5	9	1.4	0.0
#86 Cc1cc(C)c(S(=O)(=O)N2CCCCC2)cc1C
→ 13	-3	1.7	0.2
#87 C[C@@H]1NC(=O)[C@@H]2C[C@H](NCc3ccc(F)cc3F)CN2C1=O
→ 22	8	0.0	0.5
#88 CCN1CCN(C(=S)c2ccc(Cl)cc2)CC1
→ 10	7	-0.4	-0.3
#89 COC(=O)Cn1c(C(F)(F)F)nc2ccccc21
→ -1	-5	0.7	-0.1
#90 CC1CCC(=NNC(=O)c2ccc(Cl)cc2)CC1 (stereo not drawn)
→ 2	-29	-0.5	0.0
#91 CC(C)CC(=O)N/N=C/C#Cc1ccccc1
→ -4	-36	0.4	0.1
#92 CCCCn1c(=O)c(C(=O)O)c(O)c2ccccc21
→ -8	6	0.1	0.0

Limited to FBW7 activator, for 3 of the compounds above:
entry	molecule	FBW7 activator
89	COC(=O)Cn1c(C(F)(F)F)nc2ccccc21	-0.1
81	COc1ccc(Cl)cc1NC(=O)Nc1ccc(S(N)(=O)=O)cc1	-0.3
92	CCCCn1c(=O)c(C(=O)O)c(O)c2ccccc21	0.0
